Screens (PubChem)
ABCB1 inh: ABCB1 efflux pump inhibitors, primary screen, cell-based, multiplex, flow cytometry, ABCG2 counter-screen; ATP-dependent translocase ABCB1 (Homo sapiens), P08183; CCRF-Adr cells, JC-1 efflux; inhibition, % at 6.6 µM; 190,000 compounds, 0.067% hits; AID 1326, 2008; in the data active means inhibition above about 40%;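 further: 0% = vehicle and 100% = reference inhibitor; higher value means more JC-1 retained so stronger ABCB1 efflux block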
Bim-Bcl-XL: inhibitors of Bim-Bcl-XL binding, primary screen, biochemical, multiplexed, bead flow cytometry, human Bcl-XL. 190,000 compounds, 0.04% hits. Bcl-2-like protein 1 (Homo sapiens), Q07817. Bim peptide-Bcl-XL binding, fluorescence. inhibition, % at 10 µM
Bim-Bcl-W: inhibitors of Bim binding to Bcl-W, primary screen, biochemical, multiplexed, bead-based flow cytometry | Bim peptide-Bcl-W binding | AID 952, 2007 | 190,000 compounds, 0.02% hits | Bcl-2-like protein 2 (Homo sapiens), Q92843 | inhibition, % at 10 µM;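 further: 0% = bound tracer without compound and 100% = peptide blocker; higher means less fluorescent Bim peptide bound to Bcl-W beads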
Target sequence (Q92843 whole entry, looked up): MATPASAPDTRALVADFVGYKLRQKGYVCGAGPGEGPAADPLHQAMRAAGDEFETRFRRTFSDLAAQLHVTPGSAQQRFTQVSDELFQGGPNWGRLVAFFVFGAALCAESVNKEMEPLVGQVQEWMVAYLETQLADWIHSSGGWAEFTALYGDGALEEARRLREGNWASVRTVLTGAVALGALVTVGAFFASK
RGS4-Gao reg: modulators of RGS4 binding to Galphao, primary screen, biochemical, multiplexed bead flow cytometry; Guanine nucleotide-binding protein G(o) subunit alpha (Homo sapiens), P09471; actives lie on both sides; binding response (% of control), % at 10 µM; 220,000 compounds, 0.33% hits; in the data active means binding response below about 49% or above about 150%; inactive means in between;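 further: fluorescent Galphao activated with aluminum fluoride binding bead-coupled RGS4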
Target sequence (P09471 whole entry, looked up): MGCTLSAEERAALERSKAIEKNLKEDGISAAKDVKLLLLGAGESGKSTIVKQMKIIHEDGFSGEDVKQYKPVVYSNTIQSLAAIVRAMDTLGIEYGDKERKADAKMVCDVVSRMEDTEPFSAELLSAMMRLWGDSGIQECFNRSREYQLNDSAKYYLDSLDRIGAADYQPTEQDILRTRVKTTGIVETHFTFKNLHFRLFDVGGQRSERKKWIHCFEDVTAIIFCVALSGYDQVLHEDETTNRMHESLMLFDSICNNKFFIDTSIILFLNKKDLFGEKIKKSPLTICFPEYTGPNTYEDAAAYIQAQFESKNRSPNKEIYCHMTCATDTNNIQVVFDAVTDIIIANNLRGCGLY
RGS7-Gao: RGS7-Galphao binding modulators, primary screen, biochemical, multiplexed bead flow cytometry | AID 1439, 2008 | Guanine nucleotide-binding protein G(o) subunit alpha (Homo sapiens), P09471 | actives lie on both sides | binding response (% of control), % at 10 µM | 220,000 compounds, 0.35% hits; in the data active means binding response below about 49% or above about 150%; inconclusive means no clear call, values can overlap the other calls; inactive means in between;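 further: fluorescent Galphao held in activated GDP-AlF4 state binding bead-coupled RGS7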
Bfl-1 Bim block: inhibitors of Bim binding to Bfl-1, primary screen, biochemical, multiplexed, bead-based flow cytometry; Bcl-2-related protein A1 (Homo sapiens), Q16548; Bim-Bfl-1 binding inhibition; inhibition, % at 10 µM; 190,000 compounds, 0.12% hits; AID 1008, 2008;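 further: 0% = wells without compound plus tracer and 100% = blocker peptide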
ABCG2 inh: ABCG2 efflux pump inhibitors, primary screen, multiplex with ABCB1, IgMXP3 cells, flow cytometry | JC-1 efflux | AID 1325, 2008 | Broad substrate specificity ATP-binding cassette transporter ABCG2 (Homo sapiens), Q9UNQ0 | 190,000 compounds, 0.1% hits | inhibition, % at 6.6 µM;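 active means inhibition above 80%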;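 further: 0% = DMSO and 100% = nicardipine control wells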
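System: two drug-resistant human cell lines, ABCG2 and ABCB1; controls: nicardipine high and DMSO low controls; times: 10 min exposure at 25 °C with rotation, no wash; detection: flow cytometry of retained JC-1 fluorescence; read-out basis: percent efflux inhibition, scaled nicardipine 100% to DMSO 0%; doses: one concentration, 6.6 µM final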
Bcl-2 Bim block: inhibitors of Bim-Bcl-2 binding, primary screen, biochemical, multiplexed, human Bcl-2 family; Apoptosis regulator Bcl-2 (Homo sapiens), P10415; Bead-based flow cytometry, Bim peptide-Bcl-2 binding; inhibition, % at 10 µM; 190,000 compounds, 0.06% hits; AID 950, 2007; in the data active means inhibition above about 40%; inconclusive means no clear call, values can overlap the other calls;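 further: 0% = no compound wells with probe peptide and 100% = reference peptide inhibitor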
Target sequence (P10415 whole entry, looked up): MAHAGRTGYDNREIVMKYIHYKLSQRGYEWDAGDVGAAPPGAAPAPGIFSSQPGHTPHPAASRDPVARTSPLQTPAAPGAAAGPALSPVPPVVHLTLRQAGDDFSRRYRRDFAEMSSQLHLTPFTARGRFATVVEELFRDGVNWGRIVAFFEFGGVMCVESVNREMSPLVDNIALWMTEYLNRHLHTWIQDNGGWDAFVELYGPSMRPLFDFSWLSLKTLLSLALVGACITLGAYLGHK
Bim-Mcl-1: inhibitors of Bim peptide binding to Mcl-1, primary screen, biochemical, bead-based flow cytometry, multiplex | 190,000 compounds, 0.1% hits | Induced myeloid leukemia cell differentiation protein Mcl-1 (Homo sapiens), Q07820 | inhibition, % at 10 µM | Bim peptide-Mcl-1 binding;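 further: 0% = no compound tracer wells and 100% = peptide blocker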
RGS8-Gao reg: RGS8-Galphao binding modulators, primary screen, biochemical, multiplexed bead flow cytometry; Guanine nucleotide-binding protein G(o) subunit alpha (Homo sapiens), P09471; actives lie on both sides; response (percent of control binding), % at 10 µM; 220,000 compounds, 0.34% hits; in the data active means response below about 60% or above about 140%; inactive means in between;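 further: Galphao activated as the GDP aluminium fluoride complex binding bead-coupled RGS8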
Bim-Bcl-B: inhibitors of Bim-Bcl-B binding, primary screen, biochemical, multiplexed, human Bcl-2 family | inhibition, % at 10 µM | AID 951, 2007 | bead-based flow cytometry, Bim peptide-Bcl-B binding | 190,000 compounds, 0.073% hits;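 further: 0% = tracer peptide without compound and 100% = reference inhibitor peptide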
Target sequence (Q9HD36 whole entry, looked up): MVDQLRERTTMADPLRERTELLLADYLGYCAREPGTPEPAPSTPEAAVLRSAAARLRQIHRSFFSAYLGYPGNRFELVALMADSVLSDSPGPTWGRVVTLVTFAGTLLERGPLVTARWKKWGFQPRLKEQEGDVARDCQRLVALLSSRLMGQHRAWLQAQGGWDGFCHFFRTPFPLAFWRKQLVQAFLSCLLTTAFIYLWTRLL
Numbers without * were called inactive; ? = inconclusive; nt = not tested or not shown. Unless noted, no stated cut-off is given here; in the data, active means inhibition above about 40%.

SMILES | ABCB1 inh | Bim-Bcl-XL | Bim-Bcl-W | RGS4-Gao reg | RGS7-Gao | Bfl-1 Bim block | ABCG2 inh | Bcl-2 Bim block | Bim-Mcl-1 | RGS8-Gao reg | Bim-Bcl-B
CC1CCCN(c2ccc3nc4ccccc4c(=O)n3n2)C1 (stereo unspecified) | 1.1 | 7 | 3 | 94 | 94 | -3 | 20 | 0 | -1 | 97 | 3
CC(C)COCC(O)CC(Cc1ccccc1)C(=O)NN (stereo unspecified) | 0.2 | -4 | -3 | 105 | 102 | -8 | 0 | 0 | -1 | 103 | -3
O=Cc1ccc2cccnc2n1 | 0.6 | -4 | -7 | 92 | 93 | 4 | 1 | -6 | -3 | 81 | -10
Cc1c(C(=O)O)oc2c1/C(=N\O)CC(C)(C)C2 | 1.1 | -5 | -2 | 103 | 104 | -6 | 3 | -3 | -1 | 104 | -4
COc1ccccc1C1CC(c2cccs2)=Nc2ccccc2S1 (stereo unspecified) | 0.1 | -14 | -1 | 100 | 107 | -10 | 1 | -10 | -3 | 99 | -7
CCCC(=O)NC(=S)Nc1ccc(CN2CCOCC2)cc1 | 0.0 | -1 | -3 | 102 | ? | 3 | 1 | -2 | -3 | 102 | 0
CCCCCCCSc1nc(N)cc(=O)[nH]1 | 0.8 | 1 | -2 | 110 | 101 | 0 | 3 | 3 | 0 | 106 | 0
CCOc1ccccc1N(CC(=O)NC1CCCCC1)C(=O)c1nsc(Cl)c1Cl | 0.5 | -5 | -4 | 97 | 100 | -4 | 3 | -4 | -4 | 104 | -4
O=C(CSc1nnc([C@@H]2CCCN2)o1)c1ccc(Cl)cc1 | 0.3 | 2 | 0 | 103 | 96 | -11 | 2 | -8 | 0 | 103 | -7
CN1CCN(C(=S)NC(=O)/C=C/c2cccc3ccccc23)CC1 | 1.4 | -9 | 0 | 107 | 100 | -14 | 21 | -5 | -4 | 108 | -13
O=S(=O)(Nc1ccc(N2CCOCC2)cc1)c1ccc2ccccc2c1 | 1.6 | -1 | 3 | 97 | 94 | -2 | 17 | -2 | 0 | 100 | 17
CCOC(=O)c1c(C)[nH]c(C)c1C(=O)COC(=O)c1cccc(S(=O)(=O)NC)c1 | 0.5 | -5 | -3 | 99 | 101 | -12 | 19 | -12 | -2 | 103 | -8
CC(=O)Nc1ccc(NC(=O)[C@@H]2CCCC[C@@H]2C(=O)O)cc1 | 0.4 | -2 | 0 | 94 | 91 | -3 | 0 | 0 | 3 | 95 | -3
CCn1cc(CN(C)S(=O)(=O)c2ccc3ccccc3c2)c(C)n1 | 1.0 | -5 | -2 | 104 | 95 | -14 | 0 | -4 | -3 | 102 | -7
CCC12CCCN3CCC4(C(=C(C(=O)OC)C1)Nc1ccccc14)C32 (stereo unspecified) | 0.0 | 0 | 0 | 99 | 98 | -9 | 0 | -1 | 0 | 100 | -4
O=C(CSc1nnnn1C1CCCC1)N1CCOCC1 | 0.9 | 1 | 3 | 99 | 99 | 0 | 3 | 7 | 3 | 98 | 3
CCOc1ccc(C2C(C#N)=C(C)NC3=C2C(=O)c2ccccc23)cc1 (stereo unspecified) | 0.7 | -4 | 0 | 105 | 101 | -2 | 3 | 1 | 0 | 104 | -5
COc1ccc(OC(=O)c2ccc3nsnc3c2)cc1 | 0.1 | -9 | 0 | 101 | 99 | -13 | 26 | -8 | -4 | 103 | -6
Cc1ccc(NC(=O)C2CC(=O)n3ncnc3N2)cc1 (stereo unspecified) | 0.0 | -7 | 4 | 102 | 99 | -10 | 0 | -4 | 2 | 101 | -7
COCCCNC(=O)CNC(=O)c1cn(-c2ccccc2OC)c(=O)c2ccccc12 | 0.3 | -3 | -1 | 97 | 101 | -2 | 0 | -1 | 2 | 98 | 0
c1ccc2c(c1)[nH]c1c(N3CCCC3)ncnc12 | 1.5 | 0 | 0 | 116 | 115 | -1 | 9 | 0 | 0 | 104 | 1
S=C(NCCN1CCOCC1)N/N=C/c1ccccc1 | -0.5 | 0 | 2 | 98 | 99 | -12 | 3 | -18 | -143 | 98 | -34
CCCCC1=NN(C(=O)c2cocc2C)C(O)(C(F)(F)F)C1 (stereo unspecified) | -0.2 | -3 | 0 | 103 | 101 | -3 | 2 | -2 | -3 | 100 | -4
CNC(=S)Nc1ccc(OC)c(OC)c1 | 0.1 | -6 | 0 | 100 | 98 | -13 | -4 | -12 | -3 | 98 | -8
CC(C)(C)NS(=O)(=O)CC12CCC(CC1=O)C2(C)C (stereo unspecified) | 1.0 | -1 | -1 | 100 | 102 | -1 | 3 | 0 | 0 | 100 | -2
SMILES | ABCB1 inh | Bim-Bcl-XL | Bim-Bcl-W | RGS4-Gao reg | RGS7-Gao | Bfl-1 Bim block | ABCG2 inh | Bcl-2 Bim block | Bim-Mcl-1 | RGS8-Gao reg | Bim-Bcl-B
Cc1nc2ccccc2n1C(=O)c1ccccc1[N+](=O)[O-] | 0.9 | -11 | -7 | 103 | 100 | -8 | 6 | -7 | -4 | 99 | -8
COc1ccc(NS(=O)(=O)c2ccc(OCC(=O)N3CCCC3)cc2)cc1 | 0.2 | 1 | 1 | 75 | 81 | 2 | 1 | 0 | -6 | 76 | -2
N/C(=N\OC(=O)Cc1ccc(-c2ccccc2)cc1)c1cccc([N+](=O)[O-])c1 | 0.8 | -2 | -3 | 103 | 101 | -1 | 4 | -1 | -1 | 100 | -1
Cc1cc(C)cc(N2Cc3ccccc3C2)c1 | 0.1 | -2 | 0 | 97 | 99 | -6 | 0 | -4 | 0 | 101 | -7
NC(=O)C1CCN(C(=O)/C=C/c2ccco2)CC1 | 0.0 | -6 | -5 | 86 | 86 | -2 | 2 | -4 | -6 | 89 | -12
CCOc1cnc(C(=O)NNC(=O)c2ccccc2Br)o1 | -0.1 | 0 | 0 | 100 | 108 | -5 | -1 | -3 | 0 | 100 | -1
O=C(NC1CCCC1)c1ccccc1-c1nc2ccccc2[nH]1 | 0.1 | -11 | 0 | 104 | 102 | -11 | 0 | -7 | 0 | 98 | -5
CN(C)S(=O)(=O)c1ccc(C(=O)OCC(=O)Nc2sc3c(c2C#N)CCCCC3)cc1 | 0.0 | -8 | -3 | 101 | 98 | 0 | -2 | -3 | -5 | 105 | -7
Nc1cc(=O)nc(SCC(=O)Nc2cccc3ccccc23)n1CCc1ccccc1 | 0.2 | 5 | 0 | 95 | 97 | -1 | -1 | 1 | 0 | 103 | 0
COC(=O)c1[nH]c2ccccc2c1NC(=O)CN1CCN(c2cccc(OC)c2)C(C)C1 (stereo unspecified) | 2.4 | 0 | 0 | 105 | 103 | 0 | 9 | -1 | -1 | 103 | -3
COC(=O)c1[nH]c2cc(OC)ccc2c1NC(=O)CCN1CCN(c2ccccc2)CC1 | 1.3 | -4 | -1 | 100 | 103 | -14 | 5 | -11 | 0 | 103 | -6
C=CCC(O)(CC=C)C(C)N (stereo unspecified) | 0.2 | 0 | 0 | 99 | 99 | -5 | 2 | 2 | 0 | 99 | -1
COc1ccc(NC(=S)NC2CCS(=O)(=O)C2)cc1 (stereo unspecified) | nt | -1 | -2 | 103 | 104 | 1 | nt | 1 | 0 | 100 | -6
COc1cc(-c2nc(CN3CCCN(C(=O)c4ccco4)CC3)c(C)o2)ccc1F | 2.0 | -2 | -1 | 104 | 98 | -3 | 14 | 3 | -2 | 102 | -4
O=C(COC(=O)c1cccnc1Cl)c1ccccc1 | -0.1 | -5 | -5 | 100 | 98 | -6 | 0 | -6 | -1 | 99 | -1
CCOC(=O)/C=C1\SCC(=O)N1CC(=O)NC(C)C | -0.8 | 2 | 5 | 103 | 103 | -8 | -2 | -6 | -14 | 105 | -10
CCCCNC(=O)C(c1ccc(-c2ccccc2)cc1)N(CCN1CCOCC1)C(=O)CCCCCN1C(=O)NC(c2ccc([N+](=O)[O-])cc2)C(C(=O)OCc2ccccc2)=C1C (stereo unspecified) | 2.1 | -2 | -1 | 99 | 99 | 1 | 3 | 0 | -2 | 101 | -1

Sorted by number of heavy atoms (smallest number first): 11 of the compounds above.
SMILES | ABCB1 inh | Bim-Bcl-XL | Bim-Bcl-W | RGS4-Gao reg | RGS7-Gao | Bfl-1 Bim block | ABCG2 inh | Bcl-2 Bim block | Bim-Mcl-1 | RGS8-Gao reg | Bim-Bcl-B
C=CCC(O)(CC=C)C(C)N (stereo unspecified) | 0.2 | 0 | 0 | 99 | 99 | -5 | 2 | 2 | 0 | 99 | -1
Cc1cc(C)cc(N2Cc3ccccc3C2)c1 | 0.1 | -2 | 0 | 97 | 99 | -6 | 0 | -4 | 0 | 101 | -7
NC(=O)C1CCN(C(=O)/C=C/c2ccco2)CC1 | 0.0 | -6 | -5 | 86 | 86 | -2 | 2 | -4 | -6 | 89 | -12
O=C(COC(=O)c1cccnc1Cl)c1ccccc1 | -0.1 | -5 | -5 | 100 | 98 | -6 | 0 | -6 | -1 | 99 | -1
Cc1nc2ccccc2n1C(=O)c1ccccc1[N+](=O)[O-] | 0.9 | -11 | -7 | 103 | 100 | -8 | 6 | -7 | -4 | 99 | -8
O=C(NC1CCCC1)c1ccccc1-c1nc2ccccc2[nH]1 | 0.1 | -11 | 0 | 104 | 102 | -11 | 0 | -7 | 0 | 98 | -5
COc1ccc(NS(=O)(=O)c2ccc(OCC(=O)N3CCCC3)cc2)cc1 | 0.2 | 1 | 1 | 75 | 81 | 2 | 1 | 0 | -6 | 76 | -2
COc1cc(-c2nc(CN3CCCN(C(=O)c4ccco4)CC3)c(C)o2)ccc1F | 2.0 | -2 | -1 | 104 | 98 | -3 | 14 | 3 | -2 | 102 | -4
CN(C)S(=O)(=O)c1ccc(C(=O)OCC(=O)Nc2sc3c(c2C#N)CCCCC3)cc1 | 0.0 | -8 | -3 | 101 | 98 | 0 | -2 | -3 | -5 | 105 | -7
COC(=O)c1[nH]c2cc(OC)ccc2c1NC(=O)CCN1CCN(c2ccccc2)CC1 | 1.3 | -4 | -1 | 100 | 103 | -14 | 5 | -11 | 0 | 103 | -6
CCCCNC(=O)C(c1ccc(-c2ccccc2)cc1)N(CCN1CCOCC1)C(=O)CCCCCN1C(=O)NC(c2ccc([N+](=O)[O-])cc2)C(C(=O)OCc2ccccc2)=C1C (stereo unspecified) | 2.1 | -2 | -1 | 99 | 99 | 1 | 3 | 0 | -2 | 101 | -1
